Bioassay records from PubChem BioAssay.
NR2E3 agonist – inhibitors of NR2E3-RetCOR corepressor binding, primary screen, NR2E3 agonist project, biochemical, TR-FRET, GST-NR2E3, biotin-RetCOR | Photoreceptor-specific nuclear receptor (Homo sapiens), Q9Y5X4 | 1536-well | inhibition of corepressor binding, % at 4.78 µM | 320,000 tested, 0.12% active | AID 2300, 2010;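 active = percent inhibition above the cutoff of mean plus 3 SD of all tested compounds, set per screening campaign, cut at about 20% in these data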;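 also: 0% = DMSO wells and 100% = biotin wells as full block of FRET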
Target sequence (Q9Y5X4 whole entry, looked up): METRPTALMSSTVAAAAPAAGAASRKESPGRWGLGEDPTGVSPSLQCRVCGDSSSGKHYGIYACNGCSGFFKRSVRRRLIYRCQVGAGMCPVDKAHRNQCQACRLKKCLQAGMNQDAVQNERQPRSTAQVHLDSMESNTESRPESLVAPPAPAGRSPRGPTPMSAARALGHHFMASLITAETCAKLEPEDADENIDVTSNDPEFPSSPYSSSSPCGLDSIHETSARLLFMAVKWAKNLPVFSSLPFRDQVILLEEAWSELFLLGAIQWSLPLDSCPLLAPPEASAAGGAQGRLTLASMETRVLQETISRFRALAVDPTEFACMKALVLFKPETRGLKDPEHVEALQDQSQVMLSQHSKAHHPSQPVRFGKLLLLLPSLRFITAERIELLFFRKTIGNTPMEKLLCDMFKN
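Material: NR2E3–RetCOR corepressor complex / Incubation: Compound–protein incubation for 5 h at 4 °C / Dosing: compound at 4.8 µM, single dose / Detection: time-resolved FRET / Benchmarks: high control biotin, low control 0.6% DMSO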
Starred values were filed as active, the others as inactive.

SMILES	NR2E3 agonist
Cc1cc(/C=C(\C#N)c2nnc(N3CCOCC3)n2-c2ccccc2)c(C)n1-c1ccccc1	0.2
Cc1ccc(-c2ccc(SCC(=O)N3CCc4ccccc43)nn2)cc1	-3.7
C#CCOCCOCCOCCNc1nc(N2CCN(C(=O)[C@H](Cc3ccc(O)cc3)n3cc([C@@H](N)C(C)CC)nn3)CC2)nc(N2CCN(C(=O)[C@H](Cc3cc4ccccc4[nH]3)n3cc([C@@H](N)Cc4ccc(O)cc4)nn3)CC2)n1 (some centres undefined)	3.8
O=C1c2ccccc2C(=O)C12OC2c1ccc(Cl)cc1 (centres undefined)	-4.7
O=C(Oc1ccc([N+](=O)[O-])cc1)c1ccc(Cl)c(S(=O)(=O)N2CCCCC2)c1	1.2
CC[N+](C)(CC)CCC[n+]1c(-c2ccccc2)c2cc(N)ccc2c2ccc(N)cc21	41.5*
O=C(Nc1cc(Cl)cc(Cl)c1)C(NCCCO)c1ccccc1 (centres undefined)	-0.6
O=C(OCn1ncc(Br)c(Br)c1=O)c1c(F)cccc1F	12.6
Cc1nc2ccccc2n1CCc1nc2c3ccccc3nc(SCC#N)n2n1	6.3
COc1ccc2cc(C(c3nnnn3C(C)(C)C)N3CCc4ccccc4C3)c(=O)[nH]c2c1 (centres undefined)	-1.5
COC(=O)c1ccc(NC(=O)c2ccc3c(c2)NC(=O)C2CCCN32)cc1 (centres undefined)	3.6
COC(=O)CCCC1=CC2=CC(=O)C(C)(OC(=O)c3cccs3)C(=O)C2=CO1 (centres undefined)	-0.9
O=C(N=Nc1c(O)n(C2OC(=O)c3ccccc32)c2ccccc12)c1ccco1 (centres undefined)	4.8
COc1cc2nc(CN3CCN(C(c4ccccc4)c4ccccc4)CC3)[nH]c(=O)c2cc1OC	2.0
CC(=O)N1CCc2cc(C(=O)CN3CCCN(Cc4ccc(F)cc4)C3)ccc21	2.1
Cc1cccn2c(=O)c3cc(C#N)c(=N)n(Cc4ccncc4)c3nc12	3.6
CC(NC(=O)c1cc(-c2ccccc2)nc2ccccc12)C1CCCO1 (centres undefined)	-1.4
COc1ccccc1N1CCN(C(=O)COc2ccc(S(=O)(=O)NC(C)(C)C)cc2)CC1	1.8
COC(=O)C1=C(C(=O)OC)[C@@H]2N(Cc3ccccc3)c3ccccc3[C@@]23C[C@@H](C(=O)OC)N(C(=O)C2CCC2)C3=N1	2.8
Cc1ccc(S(=O)(=O)Nc2c(Cl)c(Cl)c(O)c3ccccc23)cc1	-1.1

Quoted at random: 5 compounds from above.
SMILES	NR2E3 agonist
O=C(OCn1ncc(Br)c(Br)c1=O)c1c(F)cccc1F	12.6
Cc1cccn2c(=O)c3cc(C#N)c(=N)n(Cc4ccncc4)c3nc12	3.6
O=C(Nc1cc(Cl)cc(Cl)c1)C(NCCCO)c1ccccc1 (centres undefined)	-0.6
Cc1cc(/C=C(\C#N)c2nnc(N3CCOCC3)n2-c2ccccc2)c(C)n1-c1ccccc1	0.2
Cc1nc2ccccc2n1CCc1nc2c3ccccc3nc(SCC#N)n2n1	6.3

The results go on.
SMILES	NR2E3 agonist
Cc1cccc(NC(=O)CSc2nc(C)c(Cc3ccccc3)c(=O)[nH]2)c1C	3.9
CC(C)(C)C1=CC=C(C(C)(C)C)C(=O)C1=O	2.4
COc1ccc2oc(=O)c(C(=O)OCC(=O)c3ccc([N+](=O)[O-])cc3)cc2c1	5.7
COc1cccc(C(=O)Nc2ccc3nc(N4CCN(c5ncccn5)CC4)cc(C)c3c2)c1OC	2.6
Clc1ccc(NCc2ccsc2)cc1	1.9
CCOC(=O)C1=C(CSc2nc(C)cc(C)c2C#N)OC(N)=C(C#N)C1c1cccs1 (centres undefined)	-2.9
Nc1nc(CSc2nc3ccccc3s2)nc(Nc2ccccc2)n1	3.5
CCOC(=O)c1[nH]c2ccc(F)cc2c1NC(=O)CN1CCc2cc(OC)c(OC)cc2C1	5.1
CC(C)c1ccccc1NS(C)(=O)=O	1.4
O=C1C2C3C=CC(C3)C2C(=O)N1CNc1ccc(O)cc1 (centres undefined)	0.0

Next section (2 carried over from the part before).
SMILES	NR2E3 agonist
CC(C)c1ccccc1NS(C)(=O)=O	1.4
O=C1C2C3C=CC(C3)C2C(=O)N1CNc1ccc(O)cc1 (centres undefined)	0.0
Cc1cc(C)cc(N(C(=O)CCC(=O)Nc2ccccn2)C(C(=O)NC(C)C)c2ccc(O)cc2)c1 (centres undefined)	-0.6
O=C(O)CCN=C1CCc2ccccc2N1	3.7
CC1(C)N=C(N)N=C(N)N1c1ccc(C(=O)O)cc1	-2.4
N#CC1=C(N)N2C(=C(C#N)C1c1ccccc1)Sc1ccccc12 (centres undefined)	2.1
CCc1ccc(-c2csc(NC(=O)COC(=O)CCc3nc4ccccc4s3)n2)cc1	3.2
c1ccc(CSc2nnc3c4ccccc4c4ccccc4c3n2)cc1	-1.3
CC(C)[C@]1(c2ccccc2)ON(c2ccccc2C(F)(F)F)C1=O	0.3
CCOc1ccc(N2C(=O)/C(=C/c3ccccn3)SC2=S)cc1	-2.5
Cc1ccc(N(C(=O)C2COc3ccccc3O2)C(C(=O)NC2CCCCC2)c2cn(C)nc2C)cc1 (centres undefined)	2.0
CC1CC(OC(=O)CN2CCCCC2)CC(C)(C)C1 (centres undefined)	0.8
COc1ccc(NC(=S)Nc2cc(S(=O)(=O)N3CCCCC3)ccc2OC)cc1	-2.8
CCc1ccc(Nc2n[n+](-c3ccccc3)c(/C=C/c3ccccc3)s2)cc1	-0.1
O=C(CC(=O)c1ccccc1[N+](=O)[O-])c1ccccc1	1.1
Cc1nnc(NC(=O)CSc2ccc(-c3ccccn3)nn2)s1	-0.9
Fc1cccc(-n2c(-c3cccs3)nc3nc4ccccc4nc32)c1	4.5
N#CC1=C(N)SC(N)=C(C#N)C1c1ccc(C(F)(F)F)cc1	8.1
CCN(CC)C(=O)C1=C(C)NC(=O)NC1c1ccccc1F (centres undefined)	5.1
Cc1ccc(C)c(C(C)NC(=O)C2C3CCC(O3)C2C(=O)O)c1 (centres undefined)	1.6
COc1cccc([C@@H]2Oc3ccc(OC)cc3C(=O)[C@H]2OC(=O)N[C@H](C)C2CCCCC2)c1	-2.9
O=C(NCCCCCCNC(=O)NCc1ccco1)NCc1ccco1	3.7
Cc1nnc(NC(=O)CSc2nnc(Cc3cccn3C)n2-c2cccc(C)c2C)s1	5.9
CCOc1ccccc1-c1nc(-c2ccc(NC(=O)c3ccc(Br)o3)cc2)no1	-2.6
N#Cc1c(-c2ccccc2Cl)cc(-c2ccccc2)[nH]c1=S	-0.1
Cc1ccc(S(=O)(=O)N(CC(=O)NCCSCc2ccco2)c2ccc(F)cc2)cc1	5.9
COc1ccccc1C1=Nn2c(COc3ccccc3)nnc2SC1	3.5
CCOc1cc(CNc2ccc3c(c2)CCC3)ccc1OC	-1.3
CC(=O)c1ccc(N2CCN(CC(=O)Nc3ccc(N4CCOCC4)cc3)CC2)cc1	-4.2
Cc1ccc(-c2nnc(CSc3nc(C)nc4sc(C)c(C)c34)o2)cc1	-2.4
COC(=O)c1ccc(CSc2ccc3nnc(-c4ccc(OC)cc4)n3n2)o1	2.0
Cc1cc2oc(=O)cc(Cn3nnc(-c4ccc(Cl)cc4)n3)c2cc1C(C)C	3.0
CC(C)(C)c1cc(O)c(C(C)(C)C)cc1O	-3.6
CC(C(=O)Nc1ccccc1F)N1CCN(C)CC1 (centres undefined)	-0.3
O=C(COc1ncnc2scc(-c3ccccc3)c12)NCCN1C(=O)CSC1=O	-0.6
N=c1oc2cc(O)ccc2cc1C(=O)Nc1ccccn1	5.1
CC(C)(C)c1ccc(O)c(N)c1	-0.4
CCn1c(=N)c(S(=O)(=O)c2ccc(Cl)cc2)cc2c(=O)n3ccccc3nc21	-4.3
COc1ccc(Cn2c(C3CCCCC3)nc3c(c(=O)c4ccccc4n3C)c2=O)cc1	2.8
C=C1/C(=C\C=C2/CCC[C@]3(C)[C@@H]([C@H](C)/C=C/[C@@H](O)C4CC4)CC[C@@H]23)C[C@@H](O)C[C@@H]1O	-3.1
Cn1c(SCC(=O)N=Nc2c(O)[nH]c3ccccc23)nc2ccccc21	-0.3
CCOc1ccccc1Nc1nc(-c2sc(NC(=O)c3ccc([N+](=O)[O-])cc3)nc2C)cs1	1.4
CC1CCCN(C(=O)C2CCN(CCCc3ccccc3)CC2)C1 (centres undefined)	2.3
COc1ccc(OC)c(S(=O)(=O)NC(N)=NCCc2ccccc2OC)c1	4.7
Cc1ccc2cc3c(N)c(C(=O)N4CC(=O)Nc5ccccc54)sc3nc2c1	3.7
Cc1ccccc1Nc1nnc(SCc2nc3ccccc3c(=O)[nH]2)s1	3.8
COc1ccc(-c2cnnc(N/N=C/C(C)=C/c3ccccc3)n2)cc1	-2.8
O=C(NCCN1C(=O)S/C(=C\c2cccs2)C1=O)c1ccc(=O)[nH]c1	-3.4
C=CCn1c(SCC(=O)OC)nc2sc3c(c2c1=O)CCN(C)C3	1.1
CC1(C)Cc2nc3sc4c(N5CCCC5)nnnc4c3cc2CO1	-1.9
CC(=O)[C@@H]1[C@@H]2C(=O)N(c3ccc(F)c(Cl)c3)C(=O)[C@@H]2C2c3ccccc3C=CN21 (some centres undefined)	-2.5
c1ccc(COc2ccc(-c3sc(Nc4ccccc4)n[n+]3-c3ccccc3)cc2)cc1	-1.6
Remaining list, next part.
SMILES	NR2E3 agonist
Cn1c(=O)c2c(SCC(=O)N3CCOCC3)nc(C3CCCCC3)nc2n(C)c1=O	-0.4
CC(=O)C1=C(C)NC(SCC(=O)c2ccc(-c3ccccc3)cc2)=C(C#N)C1c1cccnc1 (centres undefined)	4.7
O=[N+]([O-])c1cccc(-c2nnc3ccccn23)c1	-2.6
O=C(COC(=O)c1ccccc1NS(=O)(=O)c1cc([N+](=O)[O-])ccc1Cl)c1ccccc1	2.0
CCOC(=O)N1CCC(NC(=O)C2CCN(S(=O)(=O)c3cccc4cccnc34)CC2)CC1	0.6
COc1cccc(C(=O)NC2CCN(CC(=O)Nc3c(C)cc(C)cc3C)CC2)c1	-1.1
COCCNC(=S)N/N=C/c1ccc(OCc2ccc(C(=O)OC)cc2)c(OC)c1	0.6
CCCCC(=O)N(Cc1ccc(-c2ccccc2-c2nn[nH]n2)cc1)[C@H](C(=O)O)C(C)C	2.6
COc1ccc(O[C@H]2C=C[C@@H](c3ccccc3)O[C@@H]2CO/N=C(\C)CCC(=O)OC[C@H]2O[C@H](c3ccccc3)C=C[C@@H]2Oc2ccc(OC)cc2)cc1	-0.1
COc1ccc2cc(/C(C)=N/NC(=S)Nc3cc(S(=O)(=O)N4CCOCC4)ccc3N3CCOCC3)ccc2c1	0.0
O=C1Nc2ccccc2N2CCCC12 (centres undefined)	9.1
CCCCCCCCCCC(=O)NNC(=O)c1c(O)c2ccccc2n(CC)c1=O	-2.4
Cc1ccc(C)c(NC(=O)/C(C#N)=C/c2ccc(Sc3nncn3C)c([N+](=O)[O-])c2)c1	4.0
CCCn1c(=O)n(C)c(=O)c2c(SCc3cc(C(C)=O)ccc3OCC)nc(C3CC3)nc21	-0.7
CC1=NN(c2ccccc2)C(=O)C1N=Nc1ccc(C)cc1 (centres undefined)	1.7
NC(=O)N=Nc1c(O)[nH]c2c(Br)cc(Br)cc12	-5.4
O=C(c1ccccc1)[C@H]1[C@H](c2ccccc2)[C@@]2(N=C(c3ccccc3)OC2=O)C2c3ccccc3C=NN21 (some centres undefined)	1.5
O=C1N[C@H](C(=O)O)CS1	-1.2
CC1(C)Oc2ccc3ccc(=O)oc3c2/C(=C/NCCN/C=C2\C(=O)C(C)(C)Oc3ccc4ccc(=O)oc4c32)C1=O	-0.8
O=c1oc2ccccc2cc1-c1csc(Nc2nc3ccc(F)cc3s2)n1	9.7
CC1(C(=O)NC(=S)N(CCC#N)Cc2cccnc2)CC1(Cl)Cl (centres undefined)	-3.1
O=C(NCc1ccccc1Cl)C1CCN(C(=O)c2ccco2)CC1	3.7
COc1ccc(Nc2cc(C(=O)NCc3cccnc3)c3ccccc3n2)c(OC)c1	0.6
CN(C)S(=O)(=O)c1cccc(NC(=O)c2cnccn2)c1	-1.7
O=C(Nc1nccs1)c1c(O)c2cccc3c2n(c1=O)CCC3	3.7
Cc1ccc(S(=O)(=O)n2[nH]c(=O)cc2NC(=O)c2cccs2)cc1	1.4
Cc1cc(Nc2c(C)n(C)n(-c3ccccc3)c2=O)n2c(nc3cc(F)c(F)cc32)c1C#N	-5.4
C(=C\c1ccc(/C=C/c2ccccc2)nn1)/c1ccccc1	-0.1
C/C(=N\NC(=O)c1ccc2nc[nH]c2c1)c1ccc([N+](=O)[O-])cc1	0.2
Cn1c(=NC(=O)COc2ccccc2)sc2cc(F)cc(F)c21	-3.2
Cc1c(Cl)cccc1Nc1ncccc1C(=O)OCC(O)CO (centres undefined)	-2.7
Cc1cc(C)nc(N2CCN(c3ncnc4c3cnn4Cc3ccc(Cl)cc3Cl)CC2)n1	1.8
CN(C)c1nc(NCc2ccccc2)nc(N/N=C/c2ccccc2F)n1	-1.2
FC(F)Oc1ccc(/C=N/N2CCCCC2)c(OC(F)F)c1	1.4
COc1ccc(/C(C)=N/Nc2cc(C(F)(F)F)ccc2Cl)c(OC)c1	-5.1
O=S(=O)(c1ccc2c(c1)OCCO2)N1CCN(c2nc(-c3cccnc3)nc3ccccc23)CC1	-1.8
CC1=NN(c2ccccc2)C(=O)/C1=C/c1c(O)n(-c2ccc(F)c(Cl)c2)[nH]c1=O	-1.6
COCCN1C(=O)N[C@@H](CCc2ccccc2)C(C(C)=O)=C1C	-1.1
CC(C)=CCC12Oc3cc(O)ccc3C1(O)Oc1cc(O)c([C@H]3C=C(C)CC(c4ccc(O)cc4O)[C@H]3C(=O)c3ccc(O)cc3O)c(O)c1C2=O (some centres undefined)	-1.8

Only part of the results is shown. The share of hits here may be higher or lower than overall.
